Screening data as filed in PubChem BioAssay.
Lipid storage S3 = qHTS Assay for Lipid Storage Modulators in Drosophila S3 Cells; Drosophila S3 cells, BODIPY lipid droplet fluorescence, 18-24 h; cells fed with added oleic acid; hit rate 0.64% among 320,000; lipid storage change, negative = inhibition, % at the top dose, mostly 46.1 µM; hits show Potency in µM; active means well fitted inhibition curve with a large enough effect in the signal ratio, with a control signal flat, not every such curve was filed as active; inconclusive means small, poorly fitted or top-dose-only effect, or effect the other way, or a change in a side signal; the % refers to the signal ratio
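Drosophila S3 cells loaded with oleic acid (400 uM, as added) and compounds at several concentrations; lipid droplets imaged by 488-nm laser-scanning cytometry, 500–530 nm intensity and object ratio to cell channel. Percent activity normalized to 20 uM Triacsin C.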
Lipid storage S3 cell count max = second read-out of Lipid storage S3, no call of its own (marks repeat the call); cell number change, %; measured here: cell count max response;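 cells counted by Cell Tracker Red CMTPX staining in the red channel; peak over a dose series mostly up to 46.1 µM; percent activity relative to internal control wells on each plate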
Active calls of the source: *; i = inactive; ? = inconclusive; nt = not tested or not shown. On the % scale 0 is the no-effect control and ±100 the full control effect; potency means the concentration at half of the fitted maximal effect.

SMILES,Lipid storage S3,Lipid storage S3 cell count max
COc1ccc(C(=O)C2CCCN(C(=O)Cn3nc(C)cc3C)C2)cc1F (stereo not drawn),?,nt
CC(C)COC(=S)Nc1ccccc1,?,nt
CC(C)c1ccccc1-n1c(SCC(=O)N2CCc3ccccc3C2)nc2ccccc2c1=O,?,nt
Cc1ccc(C(=O)COC(=O)CN2C(=O)C3C4C=CC(C4)C3C2=O)cc1C (stereo not drawn),11%,nt
CC1CCCC(NC(=O)CN(C)S(=O)(=O)c2cnc[nH]2)C1C (stereo not drawn),-1%,11
Cn1c(CN2CCN(C(=O)c3ccco3)CC2)nc2cc([N+](=O)[O-])ccc21,15%,nt
Clc1ccc(-n2cccc2)cn1,?,nt
COc1cc(NC(=O)c2ccc(Cl)cc2)c(OC)cc1Cl,?,nt
Cc1cc(C(=O)N/N=C/c2c(CO)cnc(C)c2O)c2ccccc2n1,5.2µM*,-20*
CC1CN(C(=O)c2ccc(NS(=O)(=O)c3ccc(F)c(F)c3)cc2)CC(C)O1 (stereo not drawn),-23%,-4

Further records follow:
SMILES,Lipid storage S3,Lipid storage S3 cell count max
CCOc1ccc(C(=O)Nc2cccc(-c3nc4ccccc4[nH]3)c2C)cc1[N+](=O)[O-],?,nt
O=C(COC(=O)CCc1ccccc1)Nc1ncc(Cl)cc1Cl,?,nt
Nc1c2c(nc3ccccc13)CCC2,3%,0
CCc1c(C)sc(NC(=O)Cc2ccccc2C)c1C(=O)N1CCOCC1,12%,-21
Cc1sc2ncn(CC(=O)NCCCC(=O)N3CCN(c4ccccn4)CC3)c(=O)c2c1C,-9%,nt
COc1ccc(NC(=O)c2sc3nc(C)nc(N4CCOCC4)c3c2C)c(OC)c1,?,nt
CCOC(=O)c1nnsc1NC(C)=O,?,nt
CC(=O)Nc1cccc(-c2nnc3n2CC(C)S3)c1 (stereo not drawn),24%,-3
O=C(CC(c1ccccc1)c1ccccc1)Nc1ncn[nH]1,i,28
OC(c1cccc(OCc2ccccc2)c1)c1nnc(-c2ccccc2)o1 (stereo not drawn),i,-3

Later entries.
SMILES,Lipid storage S3,Lipid storage S3 cell count max
CCCCCCCCS(=O)C1CS(=O)(=O)CC1O (stereo not drawn),-16%,-11
COc1cccc(N(C(=O)Cn2nnc(-c3ccc(Cl)cc3)n2)C(C(=O)NCC2CCCO2)c2ccc(C)cc2)c1 (stereo not drawn),14%,12
CCn1cc(C(=O)N2CCCC2)c(=O)c2cc(S(=O)(=O)N3CCOCC3)ccc21,?,nt
CC1(C)Cc2c(sc3nc(C4CC4)n(N)c(=O)c23)CO1,-7%,11
Cc1cc(C(=O)N2CCCC(N3CCN(c4ccccc4C)CC3)C2)nc(C)n1 (stereo not drawn),?,nt
CCN1CCN(S(=O)(=O)c2ccc(S(=O)(=O)N(CC)Cc3ccccc3)cc2)CC1,i,nt
CC(C)NC(=O)c1ccc(COc2cc(Cl)ccc2Cl)o1,?,nt
N=c1c(S(=O)(=O)c2ccc(Cl)cc2)cc2c(=O)n3ccccc3nc2n1Cc1cccnc1,-9%,15
COCc1c(C(=O)OC/C(O)=C(\C#N)c2nc3ccccc3[nH]2)oc2ccccc12,?,nt
CCCCSc1nc(C(=O)O)cc(=O)[nH]1,-18%,2

(next part)
SMILES,Lipid storage S3,Lipid storage S3 cell count max
CCN(CC)S(=O)(=O)c1cc(C(=O)Nc2cccnc2Cl)ccc1Cl,i,nt
Cc1nc(COC(=O)c2c(C)nn(-c3ccccc3)c2C)cs1,15%,-21
COC(=O)Nc1ccc2c(c1)N(C(=O)CCCl)c1ccccc1S2,-3%,-13
S=c1[nH]nc(C2CC2)n1Cc1ccccc1,-21%,-19
CCCCN(CC)CCCNC(=S)Nc1ccc2nc3n(c(=O)c2c1)CCCCC3,14%,-3
Cc1cccc(NC(=O)c2cc(NC(=O)c3ccco3)ccc2Cl)n1,?,nt
CC1=NN(c2ccc(N)cc2)C(=O)C1,?,nt
CCOC(=O)C1=C(C)Nc2ccccc2N=C1NC(=O)Cc1ccc(Br)cc1,-10%,9
Cc1nnc(NC(=O)CSc2nnc(Cc3ccccc3)n2-c2ccccc2)s1,6%,8
Cc1cccc[n+]1CC(=O)/C=C1\N(C)c2ccccc2C1(C)C,?,nt

Full records as entered above. Screens in order: Lipid storage S3, Lipid storage S3 cell count max
CCOC(=O)C1=C(C)Nc2ccccc2N=C1NC(=O)Cc1ccc(Br)cc1 is entered as -10%, 9
CC1=NN(c2ccc(N)cc2)C(=O)C1 is entered as ?, nt
COC(=O)Nc1ccc2c(c1)N(C(=O)CCCl)c1ccccc1S2 is entered as -3%, -13
S=c1[nH]nc(C2CC2)n1Cc1ccccc1 is entered as -21%, -19
Cc1nnc(NC(=O)CSc2nnc(Cc3ccccc3)n2-c2ccccc2)s1 is entered as 6%, 8

(more compounds)
SMILES,Lipid storage S3,Lipid storage S3 cell count max
COc1ccc(CCC(=O)Nc2c(C)n(C)n(-c3ccccc3)c2=O)cc1,2%,11
CCCCN(CC)CCNC(=O)c1cn(C)c(=O)c2c1c1ccccc1n2C,9%,27
N#CCC(=O)Nc1ccc(C(=O)OCC(=O)Nc2sc3c(c2C#N)CCCC3)cc1,?,nt
CCc1ccc(-c2nc(CS(=O)CC(=O)O)c(C)o2)cc1 (stereo not drawn),?,nt
COc1ccc(/C=C2\SC(=O)N=C2N)cc1,?,nt
COc1ccc(-c2noc(CNC(=O)C(C)Oc3ccccc3)n2)cc1 (stereo not drawn),?,nt
O=C(Nc1ccc(F)cc1)c1ccc(Br)c(S(=O)(=O)N2CCOCC2)c1,?,nt
Cc1ccccc1CNC(=O)CCC(=O)N1CCOc2ccc(Cl)cc21,7%,5
CCOC(=O)c1ccc(NC(=O)CCNS(=O)(=O)c2cc(Br)cnc2N)cc1,?,nt
CCOC(=O)C1=C(C)NC(=O)NC1c1cccc(O)c1 (stereo not drawn),21µM*,0.1*

(further entries)
SMILES,Lipid storage S3,Lipid storage S3 cell count max
CCOC(=O)CCNC(=O)N1CCC(CCC(=O)NCc2ccc(F)cc2)CC1,?,nt
O=C(NCC1CCCN(Cc2cccc(C(F)(F)F)c2)C1)c1ccc(F)cc1 (stereo not drawn),2%,9
O=C(COC(=O)c1cnccn1)NCc1ccc(Cl)cc1,?,nt
O=C(Cn1cccn1)N1CCCC(N2CCN(c3cccc(C(F)(F)F)c3)CC2)C1 (stereo not drawn),?,nt
CN1C(=S)SC(N2OC3C(=O)N(c4ccccc4)C(=O)C3C2c2ccccc2)C1(C)C (stereo not drawn),0%,-1
COC(=O)c1ccc(NC(=O)C(=O)c2c[nH]c3ccccc23)cc1,?,nt
Cc1ccc(C)c(S(=O)(=O)NCCN2CCOCC2)c1,-5%,1
CC(C)COP(=O)(CNC(=O)CN1C(=O)c2ccccc2S1(=O)=O)OCC(C)C,2%,-2
CCOC(=O)N1CCN(C(=O)c2cccc(OC)c2O)CC1,?,nt
O=C1COc2ccc(C(=O)COC(=O)c3c(F)cccc3Cl)cc2N1,?,nt

Carrying on:
SMILES,Lipid storage S3,Lipid storage S3 cell count max
COc1ccc(Nc2ccccc2C(=O)O)cc1,-11%,-4
COc1cc(NC(=O)/C=C/c2ccccc2[N+](=O)[O-])cc(OC)c1,1%,-6
CCOc1ccc(C(=O)Nc2sc3c(c2C(=O)OC)CC(C)(C)NC3(C)C)cc1,-5%,-5
CCN(CC)Cc1cc2[nH]c3c4ccc(Cl)cc4ncc3c2cc1OC,-14%,14
CCOc1ccc(C(=O)NCC(=O)Nc2ccncc2)cc1OCC,?,nt
CCCOC1CCCN(Cc2cn(C)nc2-c2ccccc2F)C1 (stereo not drawn),i,nt
O=C(COC(=O)c1ccc(CN2CCCC2=O)cc1)Nc1ccc(F)cc1,?,nt
CCN(CC)C(=O)Cn1c(=O)c2ccccc2n2c(=S)sc(-c3cccc(C)c3)c12,-19%,0
COc1ccc(C(C)=O)cc1CSCC(=O)O,?,nt
COc1ccc(C(=O)N/N=C(/C)c2cccc(NC(=O)C(F)(F)F)c2)cc1,?,nt

The listing continues:
SMILES,Lipid storage S3,Lipid storage S3 cell count max
COc1ccc(C2/C=C\CN(C(=O)C3CCCCC3)CC(=O)N2Cc2ccc(F)cc2)cc1 (stereo not drawn),12%,4
CO/N=C/NC(=O)NOCc1c(Cl)cccc1Cl,?,nt
CCc1ccccc1N(C(=O)CCC(=O)Nc1cc(C)on1)C(C(=O)NC1CCCC1)c1ccco1 (stereo not drawn),?,nt
COc1cccc(NC(=O)c2ccc(CN3CCOCC3)cc2)c1,?,nt
Cn1c(=O)c2c(nc(SCC(=O)NC34CC5CC(CC(C5)C3)C4)n2C)n(C)c1=O,4%,-19
O=C(NC1CCN(C(=S)NCc2ccco2)CC1)NC12CC3CC(CC(C3)C1)C2,17%,0
NC(=O)c1c(NC(=O)c2ccccc2)sc2c1CCc1ccccc1-2,?,nt
Cc1ncc([N+](=O)[O-])n1CC(=O)Nc1ccc(Cl)cc1,6%,5
Cc1cccc(S(=O)(=O)Nc2ccc(-c3ccc4nncn4n3)cc2)c1,?,nt
CN(C)CCCN(C(=O)c1ccc2c(c1)CCCC2)c1nc2cc3c(cc2s1)OCO3,?,nt

Additional results
SMILES,Lipid storage S3,Lipid storage S3 cell count max
CCOC(=O)COc1cccc2c(=O)n(CC(=O)N3CCc4ccccc43)ccc12,?,nt
C=C1C(=O)O[C@H]2C1CC[C@@](C)(O)C13C=CC(C)(C21)C1(C3)C(=O)O[C@@H]2C3C(C)=CCC3[C@](C)(O)C[C@H](OC(C)=O)C21 (stereo partly drawn),-13%,-2
CCOCCCNC(=O)NC(=O)CN1CCN(S(=O)(=O)c2ccc3c(c2)OCCO3)CC1,?,nt
CCc1nc(NCc2ccccn2)c2oc3ccccc3c2n1,?,nt
Cc1ccc(-c2nc3ncccn3c2NC2CCCCC2)o1,?,nt
O=S(=O)(c1ccc2nc(-c3ccccc3)[nH]c2c1)N1CCN(c2ccc(Cl)cc2)CC1,?,nt
CC(C)CN(C(=O)CN1CCC(C)CC1)c1c(N)n(CC(C)C)c(=O)[nH]c1=O,-8%,-14
COc1ccc2nc(Nc3nc(C)c(CCC(C)C)c(=O)[nH]3)nc(C)c2c1,?,nt
O=C(CN1CCOCC1)N1CCN(c2ccc([N+](=O)[O-])cc2)CC1,4%,11
N#Cc1nc(COc2ccccc2)oc1NCCN1CCOCC1,10%,2

The listing continues.
SMILES,Lipid storage S3,Lipid storage S3 cell count max
CN1CCC(OC(=O)c2ccccc2)CC1,1%,5
Cc1ccc(S(=O)(=O)NCC(=O)OCc2nnc(-c3ccccc3)o2)cc1,?,nt
O=c1cc(-c2ccccc2)nc(/C=C/c2ccccc2)[nH]1,-7%,-5
CC(C)[C@H](NC(=O)C1CCN(S(=O)(=O)c2ccc(F)cc2)CC1)C(=O)NCc1ccncc1,i,nt
CCCCc1ccc(-c2ccc(C)cc2O)nc1,?,nt
CN(CC(=O)Nc1ccc(F)cc1)C(=O)CSc1ncccn1,?,nt
Cc1ccc(C2=NS(=O)(=O)N(C)C(C(=O)NC(C)c3ccccc3)=C2)cc1 (stereo not drawn),?,nt
N#Cc1ccsc1NC(=O)CN1CCN(S(=O)(=O)c2cc(Cl)ccc2Cl)CC1,?,nt
CCOCCCNC(=O)CS(=O)(=O)Cc1nc(-c2cccc(OC)c2)oc1C,i,nt
Cc1ccc(S(=O)(=O)NC(=O)Nc2c(C)n(C)n(-c3ccccc3)c2=O)cc1,2%,3

Next section:
SMILES,Lipid storage S3,Lipid storage S3 cell count max
COc1ccc2c(c1)[nH]c1c(=O)n(CCN3CCCC3)cnc12,i,8
CCCCn1c(N)c(N(CC)C(=O)c2cccc(C)c2)c(=O)[nH]c1=O,?,nt
CCOC(=O)C1=C(C)NC(=O)C(C(N)=O)C1c1ccccc1 (stereo not drawn),?,nt
S=c1[nH]nc(-c2cc3c(s2)-c2ccccc2CC3)o1,i,nt
O=C(/C=C/Nc1ccc(S(=O)(=O)Nc2cnc3ccccc3n2)cc1)c1ccccc1,-7%,-1
CC1(C)NC(=O)N(CCCOc2ccc3c(c2)CCC3)C1=O,?,nt
COc1ccc(OC)c(NC(=O)CNC(=O)Cn2c(C)cc3ccccc3c2=O)c1,?,nt
CCN(C(=O)CN1C(=O)S/C(=C\c2cccc(Cl)c2)C1=O)C1CCS(=O)(=O)C1 (stereo not drawn),?,nt
O=C(Nc1ccccc1Oc1ccccc1)C1CCCC1,12%,0
Cc1ccc(NC(=O)N2CCC(C(N)=O)CC2)cc1,0%,2

Remaining list, next part
SMILES,Lipid storage S3,Lipid storage S3 cell count max
COC(=O)c1cccc(NC(=O)CCNC(=O)c2ccc([N+](=O)[O-])cc2)c1,?,nt
CCn1c(=O)c([N+](=O)[O-])c(NCc2ccco2)c2ccccc21,9%,12
COc1ccc(-c2cc(C(F)(F)F)n3nc(C(=O)N4CCN(C(=O)c5ccco5)CC4)cc3n2)cc1,?,nt
Cc1ccccc1N1CCN(c2ccc(NC(=O)C3CCCCC3C(=O)O)cc2)CC1 (stereo not drawn),?,nt
C=C[C@]1(C)C=C2CCC3[C@](C)(CCC[C@@]3(C)C(=O)O)C2CC1 (stereo partly drawn),12%,1
CCn1c(=O)c([N+](=O)[O-])c(NC2CCS(=O)(=O)C2)c2ccccc21 (stereo not drawn),13%,1

Only part of the results is shown, so the mix of outcomes need not match the whole.
